Screening data: PubChem, several laboratories
Rev-RRE block: HIV Rev-RRE protein-RNA interaction inhibition. inhibition, % at 8 µM. AID 704. P05866. Rev peptide-RRE RNA binding, FRET. actives 0.79% (n = 97,000);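 active = inhibition above the screen-wide mean plus 3 SD, cut at about 35% in these data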;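 also: 0% = median DMSO wells and 100% = median Neomycin B control wells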
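Assay system: labelled RRE RNA duplex and labelled Rev peptide / Medium: HEPES pH 7.5 salt buffer with EDTA / Reagent: labelled Rev peptide / Schedule: 5 + 15 min at 25 °C / Signal: FRET, excitation 480 nm, emission 540 nm donor and 671 nm acceptor / Benchmarks: DMSO and neomycin B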
LYP inh 2: LYP (human) phosphatase inhibition | Q9Y2R2 | recombinant LYP catalytic domain, DiFMUP fluorescence | inhibition, % at 2 µM | actives 0.21% (n = 96,000);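 active = inhibition at 2 µM at or above a set limit, the screen mean plus 3 SD, cut at about 24% in these data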;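 also: 0% = DMSO with enzyme and 100% = enzyme fully blocked by orthovanadate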
Plk1 PBD FP: inhibitors of human Plk1 polo box domain binding | P53350 | inhibition, %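 (tested at about 20 µM)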 | Plk1 PBD phosphopeptide binding, fluorescence polarization | actives 0.13% (n = 97,000); in the data active = inhibition above about 34%, passing the limit was not always enough
FAK blocker: blocks human focal adhesion kinase activity. Q05397. actives 0.84% (n = 97,000). inhibition, %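 (tested at 7 µM)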. AID 727. biochemical FAK kinase activity assay; in the data active = inhibition above about 19%;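 also: 0% = DMSO and 100% = reference compound high control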
Target sequence (Q05397 whole entry, looked up): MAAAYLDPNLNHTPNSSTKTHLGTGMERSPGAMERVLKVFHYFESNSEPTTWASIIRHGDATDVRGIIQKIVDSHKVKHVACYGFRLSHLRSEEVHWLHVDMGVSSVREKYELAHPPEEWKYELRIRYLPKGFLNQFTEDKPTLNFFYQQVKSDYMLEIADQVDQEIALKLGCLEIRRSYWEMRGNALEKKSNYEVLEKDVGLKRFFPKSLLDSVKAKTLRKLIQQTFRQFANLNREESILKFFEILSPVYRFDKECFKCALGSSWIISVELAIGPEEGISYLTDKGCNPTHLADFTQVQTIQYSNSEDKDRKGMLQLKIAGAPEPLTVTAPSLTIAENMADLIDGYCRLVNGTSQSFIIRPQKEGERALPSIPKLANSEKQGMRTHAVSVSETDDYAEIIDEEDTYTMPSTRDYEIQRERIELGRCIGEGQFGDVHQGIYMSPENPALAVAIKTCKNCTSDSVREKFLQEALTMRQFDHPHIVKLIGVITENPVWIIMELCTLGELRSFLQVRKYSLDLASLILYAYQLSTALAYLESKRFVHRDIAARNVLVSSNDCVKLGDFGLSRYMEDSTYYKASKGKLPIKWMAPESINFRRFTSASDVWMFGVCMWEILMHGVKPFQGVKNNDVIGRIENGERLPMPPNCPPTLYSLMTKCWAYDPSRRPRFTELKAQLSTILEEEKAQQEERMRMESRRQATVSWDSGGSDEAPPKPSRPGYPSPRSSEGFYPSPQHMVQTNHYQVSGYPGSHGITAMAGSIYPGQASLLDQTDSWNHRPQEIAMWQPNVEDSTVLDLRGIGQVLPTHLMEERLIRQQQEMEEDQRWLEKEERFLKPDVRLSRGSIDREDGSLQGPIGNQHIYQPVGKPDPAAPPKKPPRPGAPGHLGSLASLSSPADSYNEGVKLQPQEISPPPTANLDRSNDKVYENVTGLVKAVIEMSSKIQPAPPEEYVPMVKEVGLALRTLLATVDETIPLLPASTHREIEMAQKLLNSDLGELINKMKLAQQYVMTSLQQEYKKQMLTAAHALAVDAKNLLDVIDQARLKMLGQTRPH
EphB4 antag: antagonists of human EphB4-ephrin-B2 interaction. P54760. EphB4 LBD / TNYL-RAW-Alexa532 peptide, fluorescence polarization. inhibition, % at 7 µM. actives 0.15% (n = 97,000);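 active = inhibition above the screen-wide mean inhibition plus 3 SD, cut at about 15% in these data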;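 also: 0% = DMSO wells and 100% = excess unlabeled TNYL-RAW peptide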
cytoskel mod: alters cytoskeleton assembly in HUVEC cells | actives 0.18% (n = 91,000) | inhibition, % at 2 µM | HUVEC TNFa F-actin phalloidin imaging, high content;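 active = inhibition above the batch mean plus 3 SD and confirmed as a hit by visual image inspection, cut at about 30% in these data, passing the limit was not always enough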; also: strong numbers were not always called active
PLK1 inh: inhibitors of human PLK1 kinase; AID 619; recombinant PLK1 kinase, TR-FRET peptide phosphorylation; actives 0.53% (n = 97,000); inhibition, % at 10 µM; P53350;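 active = inhibition of 50% or more in the single-concentration screen; inactive = inhibition below 50%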;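 also: 0% = DMSO max control and 100% = H-89 dihydrochloride min control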
PTPN22 act: activators of human LYP (PTPN22) phosphatase | activation, % at 2 µM | AID 697 | actives 0.11% (n = 96,000) | recombinant LYP, DiFMUP fluorescence; 0 = plate median, 100 = signal doubled;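 active = activation at 2 µM above a set limit, the mean plus 5 SD, cut at about 37% in these data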
Pyk2 oligo antag: blocks oligomerization of human Pyk2 in cells; Q14289; Q293 cells, Pyk2 FERM NanoBiT luminescence; active compounds read low; z-score (the deposit names both 25 µM and 10 µM); actives 0.83% (n = 99,000); AID 1347419;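 active = Z-score of -3 or lower, scaled per plate to the spread of control and sample wells; inactive = z-score above -3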;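 also: negative z-score means lost luminescence so less FERM oligomerization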
* hit, by the source's call; . = no result given; [ ] = dose if it differs, or a comment. Random draw from the library, and some 3.5% of all compounds hit somewhere here.

SMILES	Rev-RRE block	LYP inh 2	Plk1 PBD FP	FAK blocker	EphB4 antag	cytoskel mod	PLK1 inh	PTPN22 act	Pyk2 oligo antag
O=C(Nc1cnn(Cc2ccc(Cl)c(Cl)c2)c1)C12CC3CC(CC(C3)C1)C2	7	-3	0	4	4	-14	-9	0	-0.95
CC(C)CSc1nc2c(c(=O)[nH]c(=O)n2C)n1CCc1ccccc1	7	7	-7	-4	-4	6	0	-7	-0.62
CCCN1C(=O)SC(CC(=O)Nc2ccccc2)C1=O (stereo not given)	6	-1	-6	1	-1	-14	-5	-1	0.62
CC1CN(Cc2ccccc2Cl)CC(C)O1 (stereo not given)	4	-6	-18	1	5	-6	-2	6	-0.04
Cc1ccc(C(=O)NC(Cc2c[nH]c3ccccc23)C(=O)O)cc1 (stereo not given)	-2	-24	16	-3	1	2	-6	23	0.86
Cc1cc(NC(=O)CSc2nccn2-c2ccc(Cl)cc2)no1	-1	-17	-5	1	-8	1	-13	16	-0.32
CCOC(=O)c1c(C)n(C)c2ccc(OCC(O)Cn3nc(C)cc3C)cc12 (stereo not given)	9	3	1	0	4	-10	-4	-5	0.36
O=c1[nH]c(CN2CCN(Cc3ccc4c(c3)OCO4)CC2)nc2ccccc12	-7	-5	1	-8	-2	-19	1	7	0.19
CC(C)(C)CC(C)(C)NCC(O)COc1ccc2c(c1)CCC2 (stereo not given)	10	-6	24	-4	-4	-2	-6	3	3.2
Cn1c2c(c(=O)n(C)c1=O)C(NC(=O)c1ccco1)(C(F)(F)F)C(=O)N2 (stereo not given)	1	-14	14	2	-5	48	-20	12	-0.02
Cc1ccc(NC(=O)c2c(Cl)n(C)c3ccccc23)cc1	-3	18	5	-8	6	-9	-6	-15	0.61
Cc1cc(NC(=O)c2sccc2C)n(-c2cccc(Cl)c2)n1	1	-4	-14	-1	6	4	-5	3	-0.93
O=C(NCC(=O)N1CCN(c2ncccn2)CC1)c1cccs1	13	5	-3	1	5	4	-4	-4	0.18
Cc1cccc(OCc2nnc(SCc3nc4ccccc4c(=O)[nH]3)o2)c1	10	4	22	3	-7	-4	-8	-4	1.5
O=C(NCc1ccc(F)cc1Cl)C1CCN(S(=O)(=O)N2CCC3(CC2)OCCO3)CC1	5	-10	-28	-2	-8	-6	-13	8	0.51
O=C(c1ccco1)N1CCN(C(c2ccccc2)c2nnnn2Cc2cccs2)CC1 (stereo not given)	3	10	6	-1	4	21	-4	-12	-0.99
COc1ccc(C2=NOC(C(=O)NC(C)(C)C)C2)cc1 (stereo not given)	6	-3	-10	3	5	-26	-12	3	-0.5
COc1cc(C(C(=O)NC2CCCCC2)N(Cc2cccs2)C(=O)Cc2c[nH]c3ccccc23)cc(OC)c1OC (stereo not given)	-3	7	4	1	-8	3	-3	-4	-1.4
O=C(NCc1ccco1)c1n[nH]c(=O)c2ccccc12	9	-2	-8	0	5	4	-5	2	-0.71
CCCC(O)(CCN1CCOCC1)c1ccc(Br)cc1 (stereo not given)	2	-8	3	2	-3	-12	-8	7	0.04
CCOC(=O)c1ccc(NC(=O)CCc2ccc(C)o2)cc1	2	0	-3	0	0	28	-11	-1	0.51
CCOC(=O)n1c(=O)n(Cc2ccc(Cl)cc2Cl)c2ccccc21	5	10	-2	-10	-11	0	-2	-8	-0.11
COc1ccc(/C=N/Nc2nc(Nc3ccccc3)nc(N3CCCCC3)n2)cc1OC	0	11	-30	7	4	-4	-3	-8	-1.1
Cc1cccc(-n2c(N)cc(=O)[nH]c2=S)c1	1	-7	8	-4	-5	-38	-6	6	1.1
COC(=O)C1=C(CN2CCN(C)CC2)NC(=O)NC1c1cc(C)ccc1C (stereo not given)	7	-10	8	0	6	8	2	8	0.31

(next part)
SMILES	Rev-RRE block	LYP inh 2	Plk1 PBD FP	FAK blocker	EphB4 antag	cytoskel mod	PLK1 inh	PTPN22 act	Pyk2 oligo antag
N#Cc1nc(-c2ccccc2F)oc1NC1CCCCC1	4	-6	-17	0	-7	4	4	5	.
O=C(Nc1nncs1)C1c2ccccc2Oc2ccccc21	5	5	-5	0	11	14	-10	-5	-2.3
CCCCCCCCC[n+]1cccc2c3ccccc3ccc21	19	5	-14	13	1	-10	-12	-2	-0.05
c1ccc2c(c1)ncn2CCCOc1ccc2c(c1)CCC2	9	-2	28	1	-5	-7	-33	4	0.22
Cc1ccn2cc(-c3nonc3C)cc2c1	9	14	-14	3	-5	11	-12	-16	0.77
CSc1nc2ccccc2cc1/C=C(\C#N)c1ccc(Cl)c(Cl)c1	12	9	-22	1	-5	-6	-9	-7	-0.29
CC(=O)Nc1ccc(S(=O)(=O)N2CCN(c3cc4c(cc3[N+](=O)[O-])n(C)c(=O)n4C)CC2)cc1	4	-1	-4	-5	0	-24	-20	4	-1.4
O=C(c1ccc(COc2ccccc2Br)cc1)N1CCCCC1	6	-4	2	2	4	16	-10	3	-1.3
COc1cc(OC)c(S(=O)(=O)NCc2ccco2)cc1S(=O)(=O)NCc1ccco1	1	-4	8	1	7	7	0	4	-0.4
CC(C)c1ccc(-c2noc(C3CCCN(C(=O)c4ccc(F)cc4F)C3)n2)cc1 (stereo not given)	8	2	-9	4	1	36	-7	-4	-1.6
c1csc(CNCCN2CCOCC2)c1	6	-2	0	-1	2	5	-9	5	0.52
O=c1c2ccccc2oc2nc(C3CCCCC3)n(Cc3ccco3)c(=O)c12	4	7	10	4	-8	-9	-8	-8	-2.3
CCn1c(C2CC(=O)N(Cc3ccccc3)C2)nc2ccccc21 (stereo not given)	0	1	-13	-4	-7	16	-10	-4	.
Cc1cccc(Oc2ccccc2N)c1	6	4	12	-2	4	4	-9	-3	0.16
Cc1cc(C)c(S(=O)(=O)c2ccccc2C)c(Oc2ccccc2)n1	5	-3	-7	1	0	-15	-11	6	-0.31
Cc1ccc(Sc2c(C=O)c3ccccc3n2C)cc1	24	-5	2	0	2	4	-11	8	-1.8
Cc1occc1-c1nnc(SCC(=O)N2CCOCC2)n1CCc1ccccc1	4	4	-18	-8	-4	-5	5	-6	-0.06
CCCCCn1c(C(Cc2ccccc2)NC(=O)COC)nc2ccccc21 (stereo not given)	4	-6	17	-1	9	14	8	4	.
NC(=O)c1nsc(C(=O)N(CC(=O)NCc2ccco2)c2ccccc2F)c1N	-5	7	13	24*	3	2	-4	-8	0.01
COc1ccc(-c2ccc(OC)cc2C(=O)O)cc1	6	4	12	0	7	-2	-12	-9	-0.44
CCCCN(CC)S(=O)(=O)c1ccc(C(=O)Nc2nnc(-c3ccccc3Cl)o2)cc1	14	4	-18	0	5	.	-19	-4	-2.7
CCOC(=O)c1c(N)sc(C(O)(C(F)(F)F)C(F)(F)F)c1-c1ccccc1	25	-12	7	2	-1	-9	-8	9	-0.89
CCOC(=O)c1ccccc1NS(=O)(=O)c1ccccc1F	1	-20	10	3	-1	7	-9	19	-1.7
Cn1nc(-c2ccccc2)c(-c2nc(-c3cccc(C(F)(F)F)c3)no2)c1Cl	13	0	6	-2	4	17	-7	0	0.13
CCOc1cc(S(=O)(=O)N2CCC(c3nc4ccccc4s3)CC2)c(OCC)cc1S(=O)(=O)N1CCCCC1	2	-1	27	-3	-9	15	-31	4	0.49

(more compounds)
SMILES	Rev-RRE block	LYP inh 2	Plk1 PBD FP	FAK blocker	EphB4 antag	cytoskel mod	PLK1 inh	PTPN22 act	Pyk2 oligo antag
CC1=CC(C)(C)Nc2ccc(OC(=O)C(Cc3ccccc3)N3C(=O)C4CCCCC4C3=O)cc21 (stereo not given)	-1	9	9	0	-1	-5	-26	-7	0.19
COc1ccc(F)cc1S(=O)(=O)NC(Cc1ccccc1)C(N)=O (stereo not given)	1	-1	12	0	4	13	6	1	0.03
Cc1ccc(-c2nc3ccccc3o2)cc1NC(=S)NC(=O)c1cccs1	-2	8	-5	-9	-10	3	-6	-6	-2.4
COc1cccc(C(=O)CSc2nnc(CNS(=O)(=O)c3ccc(C)cc3)n2C)c1	4	-8	10	4	-1	6	-12	6	1.3
CCOC(=O)N1CCN(C(=O)c2ccc(NS(C)(=O)=O)cc2)CC1	2	-4	16	-3	-1	-8	-14	3	1.2
COc1ccc(-c2cccc(C(=O)NCC(=O)O)c2)cc1	11	-4	-11	-2	4	-17	0	3	2.1
CCS(=O)(=O)N1CCCC(C(=O)NCc2ccc(C)cc2)C1 (stereo not given)	9	7	-20	1	3	36	12	-9	-0.52
O=C(CN(C(=O)CSc1nnc(COc2ccccc2)o1)c1ccc(F)cc1)NC1CCCC1	-3	-10	-44	0	0	-25	-8	8	0.21
O=[N+]([O-])c1cc2c(cc1/C=N/n1c(-c3ccccc3)n[nH]c1=S)OCO2	-3	-1	1	11	-9	-18	-6	6	-0.72
Cc1ccc(C)c2[nH]c(=O)c(CN(CC3CCCO3)S(=O)(=O)c3ccc4c(c3)OCCO4)cc12 (stereo not given)	2	-3	1	3	-4	6	6	3	-1.4
CCN(CC)c1ccc(C2NC(=O)NC(C)=C2C(=O)Nc2ccccc2)cc1 (stereo not given)	5	3	15	2	-1	12	-5	-5	-1.1
CCOc1ccc2cc(C#N)c(SCC(=O)N3CCCC3)nc2c1	11	6	8	3	-5	3	-7	-7	.
CCOC(=O)C1C(c2ccc(O)c(OCC)c2)NC(=S)NC1(O)C(F)(F)F (stereo not given)	-2	-2	-34	-6	-11	-33	-4	6	2.6
CCN(CCNC(=O)C1CC(=O)N(CCc2ccccc2)C1)c1ccccc1 (stereo not given)	1	3	2	-2	-3	6	-7	-3	-0.25
CC(C)Cn1c(N)c(C(=O)COC(=O)c2ccc3c(c2)OCCO3)c(=O)n(C)c1=O	-4	8	19	-5	-4	8	-9	-2	-0.54
COC(=O)Nc1ccc(S(=O)(=O)N2CCN(C)CC2)cc1	4	7	-3	-4	-1	69	21	-10	-0.1
O=C1c2cccnc2C(O)N1C1CCCCC1 (stereo not given)	2	-6	-8	-4	-3	.	-12	6	0.54
O=C(Nc1ccc(Cl)cn1)c1ccc(COCC(F)(F)C(F)F)o1	6	-14	36	0	1	2	-12	11	1.1
O=C1NC(c2ccccc2)=NC1(NS(=O)(=O)c1ccccc1)C(F)(F)F (stereo not given)	2	6	-10	-4	2	13	-2	-2	-0.11
COc1cccc(Cn2nnc(C(=O)Nc3cc(C)ccc3OC)c2N)c1	5	0	-19	-2	2	1	-6	-1	.
COCCOc1nc2c(c(=O)n(C)c(=O)n2C)n1Cc1cccc(OC)c1	4	5	-7	1	-11	-10	-11	-3	0.18
COc1cc(C(=O)N[C@H](C(=O)NC2CCCCCC2)C(C)C)cc(OC)c1OC	7	-5	-1	-3	11	0	-7	2	0.61
CCOC(=O)c1cc2n(c1N)-c1ccccc1C2=O	107*[fluorescence artefact?]	10	45*	2	-8	4	-25	-11	0.68

Five structures already listed, arranged by length of the SMILES, descending.
SMILES	Rev-RRE block	LYP inh 2	Plk1 PBD FP	FAK blocker	EphB4 antag	cytoskel mod	PLK1 inh	PTPN22 act	Pyk2 oligo antag
CCOc1cc(S(=O)(=O)N2CCC(c3nc4ccccc4s3)CC2)c(OCC)cc1S(=O)(=O)N1CCCCC1	2	-1	27	-3	-9	15	-31	4	0.49
CCCCN(CC)S(=O)(=O)c1ccc(C(=O)Nc2nnc(-c3ccccc3Cl)o2)cc1	14	4	-18	0	5	.	-19	-4	-2.7
Cc1cc(NC(=O)c2sccc2C)n(-c2cccc(Cl)c2)n1	1	-4	-14	-1	6	4	-5	3	-0.93
O=C(c1ccc(COc2ccccc2Br)cc1)N1CCCCC1	6	-4	2	2	4	16	-10	3	-1.3
COc1ccc(-c2ccc(OC)cc2C(=O)O)cc1	6	4	12	0	7	-2	-12	-9	-0.44
